# Assay outcomes from PubChem.
# S2 tox = reduces viability in counter-screen for ATXN expression inhibitors; S2 cells (HEK-293 line with an ATXN2-luciferase reporter) viability, CellTiter-Fluor protease fluorescence, 24 h; Potency, µM (series often up to 56.7 µM), usual class: cytotoxic; hit rate 0.49% among 400,000; note: potency is the fitted concentration of half-maximal effect; nearly all actives have a fitted effect of over 40% in size
# MCF10A rerep = induces DNA re-replication in MCF 10a normal breast cells. MCF 10A DNA re-replication, Hoechst nuclear intensity, 48 h. Potency, µM (series often up to 46.1 µM), without a hit: top-dose activity, positive = re-replication, hits mostly activators. hit rate 2.9% among 350,000; note: potency is the fitted concentration of half-maximal effect; % of control where 0% means no effect; nearly all actives have a fitted effect of over 50% in size
# KB-3-1 cytotox = KB-3-1 parental cell cytotoxicity. KB-3-1 viability, CellTiter-Glo ATP luminescence, 72 h. Potency, µM (top dose mostly 46.1 µM), without a hit: at the top dose activity change, negative = cytotoxic, actives largely listed as cytotoxic. hit rate 1.4% among 400,000. AID 1347075; note: potency is the fitted concentration of half-maximal effect; % is set by controls: 0 for no effect and ±100 for the full control effect; nearly all actives have a fitted effect of over 60% in size
#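 72 h, 37 °C compound treatment of KB-3-1 parental cells; CellTiter-Glo added, 10 min, luminescence read. Data corrected against DMSO-only plates and normalized before curve fitting.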
# ATXN2 expr inh = inhibitors of ATXN2 expression | hit rate 0.72% among 360,000 | Potency, µM (doses to about 57 µM), for the others: at the highest dose activity change, negative = inhibition, usual class: inhibitors | AID 1745845 | HEK-293 ATXN2-luciferase reporter, luminescence, 24 h; note: potency is the fitted concentration of half-maximal effect; % is set by controls: 0 for no effect and ±100 for the full control effect; nearly all actives have a fitted effect of over 55% in size
#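 ATXN2-luciferase reporter cells (luciferase flanked by upstream and downstream ATXN2 gene portions) were treated 24 h at 37 °C with compounds at up to 57 uM. SteadyGlo luminescence gave expression; GF-AFC fluorescence gave viability.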
# KB-V1 MDR tox = KB-V1 MDR subline cytotoxicity; KB-V1 MDR cells viability, CellTiter-Glo, 72 h; Potency, µM (highest dose often 46.1 µM), for the others: at the highest dose activity change, negative = cytotoxicity, usual class: cytotoxic; hit rate 3.4% among 400,000; AID 1347076; note: potency is the fitted concentration of half-maximal effect; % is set by controls: 0 for no effect and ±100 for the full control effect; nearly all actives have a fitted effect of over 60% in size
#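 Potencies derive from concentration-effect curves fitted to normalized luminescence (CellTiter-Glo) of KB-V1 cells treated for 72 h at 37 degrees C in phenol-red-free DMEM containing 10% FBS.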
# HT1080 IDH1KD tx = kills HT-1080 cells with IDH1 knockdown | HT-1080 IDH1 knockdown viability, ATP luminescence, 48 h | Potency, µM (top dose mostly 46.1 µM), for inactives: at the highest dose activity, negative = toxicity, most hits filed as cytotoxic | hit rate 2% among 360,000;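 note: potency is the fitted concentration of half-maximal effect; 0% = DMSO wells and -100% = cell-free medium wells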
#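 In this qHTS, HT-1080 cells depleted of IDH1 are exposed for 48 h at 37 °C to compound titrations. Toxicity is scored from CellTiter-Glo luminescence, with DMSO as full viability and medium alone as none.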
# IL1B secr inh = blocks inflammasome-driven IL-1 beta release; THP-1 LPS/ATP IL-1B secretion, AlphaLISA, 16 h; hits give low values; activity change, % at 57.5 µM; hit rate 4.7% among 360,000; AID 743279; in the data active = activity change below about -50%; inconclusive = mostly about -30% to -49%; note: % is set by controls: 0 for no effect and ±100 for the full control effect
#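 THP-1 cells pretreated 1 hr with compounds (up to 57.5 uM final), then stimulated with LPS (250 ng/mL final) plus ATP (1.25 mM final); secreted IL-1B measured by AlphaLISA after 16 hr, decreased signal indicating inhibition.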
# HT1080-NT tox = kills 2HG-producing HT-1080-NT fibrosarcoma cells. HT-1080-NT fibrosarcoma viability, CellTiter-Glo ATP luminescence, 48 h. Potency, µM (doses to about 46.1 µM), inactives show top-dose activity, negative = less viability, most hits filed as cytotoxic. hit rate 1.6% among 360,000;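 note: NT is the 2HG producing partner of a matched IDH1 knockdown line; potency is the fitted concentration of half-maximal effect; 0% = DMSO-treated cells and -100% = media-only wells without cells; nearly all actives have a fitted effect of over 55% in size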
#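 HT-1080-NT; 750 cells/well; 5% FBS RPMI; 48 h compound, 37 degrees C; CellTiter-Glo luminescence; curve fitting and curve-class assignment.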
# SW480 rereplic = inducers of DNA re-replication in SW480 colon cancer cells | SW480 DNA re-replication, Hoechst DNA content imaging, 48 h | Potency, µM (doses to about 46.1 µM), for the others: at the highest dose re-replication activation, actives largely listed as activators | hit rate 1.8% among 340,000 | AID 624297; note: potency is the fitted concentration of half-maximal effect; % of control where 0% means no effect; nearly all actives have a fitted effect of over 55% in size
#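 Hoechst fluorescence of nuclei (405 nm excitation, 500-530 nm emission) measured by plate-scanning imager after 48 hr compound exposure at 37 C; re-replication scored as increased number of nuclei with elevated intensity.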
# An asterisk follows results filed as active; i = inactive; ? = inconclusive; . = not tested or not shown; [ ] = remark or other dose. Unless noted, calls come from the whole dose curve; as a rule, active = well fitted curve in the direction sought with a large enough effect; inconclusive = small, poorly fitted or top-dose-only effect, or another doubt; inactive = no such curve, though single readings can be large; an effect the other way counts as inactive or inconclusive. Rows were taken by chance; 11% or so of the library scored in one or more.
SMILES,S2 tox,MCF10A rerep,KB-3-1 cytotox,ATXN2 expr inh,KB-V1 MDR tox,HT1080 IDH1KD tx,IL1B secr inh,HT1080-NT tox,SW480 rereplic
COc1cccc(C=NNC(=O)C2CC2)c1,i,0.1%,-27.6%,7.7%,?,20.3%,-10.1,11.7%,-5.5%
CC(C)NC(=O)CSc1ccccc1C(=O)N1CCN(S(=O)(=O)Cc2ccccc2)CC1,i,7.1%,1.0%,-7.0%,-0.4%,-1.5%,-1.8,0.8%,0.1%
COc1cccc(-c2nc(=S)c3c(n2Cc2ccco2)CCCC3)c1,i,20.6µM*,-3.3%,1.7%,-17.7%,?,0.0,?,14.2%
Cc1ccc(NC(=O)N2CCN(c3nnc(C)c4c(C)n(-c5ccccc5)nc34)CC2)cc1Cl,i,.,1.2%,-15.9%,8.5%,.,.,.,.
CC(C)N(Cc1ccccc1)C(=O)COC(=O)c1ccc2c(c1)OCCO2,i,-1.1%,-3.7%,-1.9%,7.2%,3.2%,-3.2,9.0%,0.7%
O=C(O)C(Cc1ccc(Cl)cc1)NS(=O)(=O)c1ccc(Cl)cc1 (stereo not drawn),i,3.6%,8.8%,-4.0%,9.0%,5.4%,29.4,11.5%,-5.1%
O=C1c2ccccc2S(=O)(=O)c2cc(C(=O)N3CCC(C(=O)N4CCCCC4)CC3)ccc21,i,-9.4%,6.7%,3.1%,?,6.4%,-6.0,4.6%,-3.2%
COc1cc(C(=O)N[C@H](C(=O)NC(C)C23CC4CC(CC(C4)C2)C3)C(C)C)cc(OC)c1OC (stereo partly drawn),i,3.3%,?,-18.3%,?,?,53.5,?,11.5%
Cc1ccc(NC(=S)N/N=C/c2c(C)[nH]c3ccccc23)cc1,i,18.4µM*,-6.2%,-11.6%,-24.4%,?,-0.7,?,?
CC(C)(C)n1nnnc1C(c1ccccc1)N1CCN(c2c(Cl)cncc2Cl)CC1 (stereo not drawn),i,.,?,-18.0%,?,13.0%,-12.0,11.9%,.
Cc1cccc(NC(=O)CSc2nnc(-c3cc(C)n(-c4ccccc4)c3C)o2)c1C,i,18.2%,-11.9%,2.2%,0.0%,-12.2%,-79.8*,-11.7%,0.0%
CC(C)OC(=O)CSc1nc2cccnc2n1-c1ccc(F)cc1,i,6.3%,25.9%,-2.7%,2.4%,6.9%,-10.6,5.9%,1.7%
CCOC(=O)c1[nH]c(C)c(C(=O)N2CCc3c([nH]c4ccccc34)C2c2ccccn2)c1C (stereo not drawn),?,-1.3%,-15.2%,?,-20.0%,-23.2%,-51.7*,-10.8%,2.6%
Cc1ccc(S(=O)(=O)N2[C@@H](c3cccc(Cl)c3)C(C(=O)O)=CC[C@H]2c2ccc3c(c2)OCO3)cc1,i,20.3%,2.0%,-5.8%,19.8%,-6.4%,15.0,-22.9%,-7.6%
CCCSCCCNC(=O)Cn1nc(CC)n2c(cc3c(OC)cccc32)c1=O,i,-3.4%,0.4%,.,-19.1%,-1.9%,-5.5,11.2%,-28.5%
CCC(/C=N/NC(=O)CCCCC(=O)N/N=C/C(CC)CC)CC,i,1.6%,-5.3%,16.0%,-8.4%,-0.1%,-0.3,1.1%,-0.7%
Cn1c(SCc2c(F)cccc2Cl)nnc1-c1cnccn1,i,2.4%,22.2%,26.2%,-6.5%,11.0%,-15.9,5.4%,-5.9%
Cn1nc(C(=O)NC2CCCc3ccccc32)ccc1=O (stereo not drawn),i,0.7%,8.1%,10.3%,-7.8%,-0.5%,-6.1,-6.7%,-1.1%
Brc1ccc(-c2nnc3n2C2(CCCC2)Cc2ccccc2-3)o1,i,?,-0.8%,-18.3%,-24.4%,-23.7%,11.3,-3.8%,0.0%
CC(=O)c1ccc(NC(=O)c2noc3c2CCC3)cc1,i,1.6%,-25.7%,3.98µM*,-16.0%,-1.2%,-1.3,-10.4%,21.2%
CCOC(=O)CSc1ccc(S(=O)(=O)N2CCCCC2)cc1[N+](=O)[O-],i,-1.0%,2.3%,-3.7%,0.7%,29.3%,0.2,18.7%,0.0%
Cc1cc(-c2n[nH]c(=S)n2/N=C/c2cccs2)n[nH]1,i,-7.8%,20.7%,12.8%,-3.4%,2.6%,-26.6,-3.6%,-11.3%
O=C1CC(c2c[nH]c3ccccc23)C(=O)N1 (stereo not drawn),i,-5.1%,23.2%,2.4%,15.0%,2.4%,23.1,0.8%,0.3%
CC(C)c1ccc(NC(=O)COC(=O)COc2ccccc2)cc1,i,-11.6%,-4.3%,7.2%[11.3 µM],4.4%,16.7%,14.5,10.9%,5.8%
COc1cc(/C(C)=N/N2CCOCC2)cc(OC)c1OC,i,2.3%,-4.8%,.,17.1%,1.0%,-12.4,1.0%,-1.0%
# Continued.
SMILES,S2 tox,MCF10A rerep,KB-3-1 cytotox,ATXN2 expr inh,KB-V1 MDR tox,HT1080 IDH1KD tx,IL1B secr inh,HT1080-NT tox,SW480 rereplic
Cc1ccc(CNC(=O)C2CCCN(C(=O)Nc3ccc(F)cc3)C2)cc1 (stereo not drawn),i,?,-1.7%,-13.1%,?,-5.1%,0.0,-22.3%,-4.1%
CCOC(=O)C1=NNC(C(=O)c2ccc(C)cc2)C1c1ccc(C)cc1 (stereo not drawn),i,?,-1.7%,-13.9%,-22.9%,-4.7%,-5.6,-1.3%,-5.4%
CCCCOc1ccc(C(=O)N2CCCCCC2)cc1,i,17.2%,-0.3%,3.7%,-1.7%,-10.0%,17.0,-0.8%,6.5%
O=C(NCCN1CCCCC1)c1ccc(Cn2c(SCc3ccccc3)nc3cccnc32)cc1,?,.,-17.5%,3.7%,5.2%,.,.,.,.
O=C(CCc1nc2ccccc2c(=O)[nH]1)Nc1cccc(S(=O)(=O)N2CCOCC2)c1,i,-2.0%,?,-9.7%,?,-0.5%,25.9,-2.3%,-311.0%[inhibitor]
CC1(c2ccc3ccccc3c2)NC(=O)N(CC(=O)N2CCN(c3ccccc3O)CC2)C1=O (stereo not drawn),i,-11.8%,9.4%,-28.9%,?,0.0%,i,-6.0%,?
CCOC(=O)/C(=N/Nc1ccc(C)cc1)S(=O)(=O)c1ccc(Cl)cc1,i,?,-9.8%,59.6%[activator],16.4µM*,?,?,?,18.5%
O=S(=O)(N1CCCCC1)n1nnc2ccccc21,i,-2.8%,6.2%,0.3%,0.8%,13.8%[9.24 µM],6.1,-11.6%,-5.4%
CC(=O)C(C)n1cnc2scc(-c3ccc(C)cc3)c2c1=O (stereo not drawn),?,5.6%,3.2%,.,10.2%,0.4%,-3.9,5.9%,14.1%
O=[N+]([O-])c1ccccc1-c1ccc(/C=N/n2cnnc2)o1,i,-5.8%,9.2%,2.6%,?,-20.6%,2.2,4.9%,-1.4%
CC1c2cccn2CCN1S(=O)(=O)c1ccccc1 (stereo not drawn),?,3.0%,-1.3%,.,10.2%,0.0%,10.6,-2.5%,-4.8%
NC1=NC2=C(CCCC2)C2(CCCCC2)S1,i,?,0.6%,-14.6%,?,?,-65.1*,?,?
CCC1(C)Cc2c(sc3c2c(=O)n(C)c2nnc(SCc4ccc5c(c4)OCO5)n32)CO1 (stereo not drawn),i,-0.9%,-14.5%,?,10.6%,1.6%,3.5,3.5%[9.24 µM],-4.0%
COCCNc1nc(NCc2cccc(OC)c2)c2sc(-c3ccccc3)cc2n1,?,.,?,-24.1%,-6.9%,?,-112.0*,?,.
Cc1cccc(NC(=O)c2ccc(Cl)nc2)n1,i,0.1%,11.3%,10.3%,17.9%,21.9%,-7.5,17.8%,-7.0%
CCCOc1ccccc1/C=N/Nc1ccnc(=O)[nH]1,i,-7.1%,5.1%,7.6%,-1.6%,0.5%,9.4,12.4%,-7.1%
O=C(Nc1cccc(-c2csc(Nc3ccccc3)n2)c1)c1ccccc1,?,?,?,-38.3%,?,-26.0%,-61.2*,-26.0%,5.2%
COc1ccc(CNC(=O)Nc2ccc(C)cc2C)cc1,i,0.2%,2.0%,.,-13.2%,5.0%,-10.4,13.3%,-6.9%
OCc1ccccc1O,i,0.5%,.,15.8%,.,.,.,.,-5.5%
O=C(O)c1cccc(NS(=O)(=O)c2ccc(-c3ccc(S(=O)(=O)Nc4cccc(C(=O)O)c4)cc3)cc2)c1,i,0.3%,-5.0%,.,0.0%,-2.3%,3.3,-6.1%,3.3%
CN1CCc2nc3sc(C(=O)Nc4cccc(C#N)c4)c(N)c3cc2C1,?,.,7.2%,-21.5%,12.5%,.,.,.,.
CCOC(=O)c1ccc2c(c1)N(Cc1ccccc1C)C(=O)c1ccccc1S2=O (stereo not drawn),i,2.5%,-28.8%,-1.9%,?,19.9%,-8.3,9.9%,7.2%
COC(=O)c1sc(S(=O)(=O)Nc2c(C)nn(C)c2C)c(C(=O)OC)c1C,i,18.8%,17.0%,7.2%,?,4.7%,10.2,5.8%,-30.6%[inhibitor]
CCn1c(SCC(=O)N2CCc3ccccc32)nnc1-c1ccncc1,i,-1.4%,-0.4%,-2.3%,-9.6%,11.0%,8.0,4.0%,-9.3%
NC1=NC(=O)C2(COC(c3ccccc3Cl)OC2)S1 (stereo not drawn),i,0.5%,8.0%,7.7%,4.7%,10.6%,-5.4,12.2%,-2.2%
CN1CCN(C(=O)c2ccc(N3CCCC3=O)cc2)CC1,i,-1.1%,0.8%,-6.1%,-7.0%,-1.7%,-14.8,-0.9%,4.3%
COc1ccccc1C(=O)Nc1ccc(-c2nnc(SCC(=O)O)n2C)cc1,i,0.7%,-1.8%,-4.4%,7.2%,-2.7%,?,-4.2%,-3.3%
